Assay outcomes: PubChem, Broad Institute
CD40 NFkB inh – CD40 pathway inhibition in BL2 cells. BL2 NF-kB luciferase reporter, CD40L-induced, 4 h. AID 1053188. inhibition, % at 10 µM. 83,000 tested, 0.94% active;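 active = mean inhibition of at least 50% with a set share of replicates also reaching that level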;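 note: 0% = neutral control wells and 100% = IKK inhibitor VII at 50 µM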
Active calls of the source: *; [ ] = remark or other dose. Only part of the results is shown (hit frequency here may not be typical).

Screening CC(=O)C1=C(O)C2(C)c3c(O)c(C)c(O)c(C(C)=O)c3OC2CC1=O (configuration not stated) returned CD40 NFkB inh 5.6.
O=C(COc1ccc2ccccc2c1Br)N1CCN(c2ccccn2)CC1 was read as CD40 NFkB inh 11.8.
Screening Cc1ccc(NC(=O)c2ccccc2)cc1-n1cnnn1 returned CD40 NFkB inh 3.6.
Screening C=C(C)CSc1nc(N)cc(=O)[nH]1 returned CD40 NFkB inh 4.2.
`O=C(OCc1nc2ccccc2s1)c1ccccc1O` gave CD40 NFkB inh -107.5.
CN1CCC/C1=C1/C(=O)N(c2ccccc2)N=C1NC(=O)Nc1cccc(Cl)c1 was read as CD40 NFkB inh -5.8.
CSCCC(NS(=O)(=O)/C=C/c1ccccc1)C(=O)O (configuration not stated) was read as CD40 NFkB inh 7.4.
c1ccc(CCNc2ncnc3scc(C4COc5ccccc5O4)c23)cc1 (configuration not stated) was read as CD40 NFkB inh 24.3.
For c1ccc2c3c([nH]c2c1)C1(CCCCC1)NCC3 the results were CD40 NFkB inh 9.1.
Screening CCOC(=O)c1ccccc1NC(=O)COC(=O)CSCC(=O)Nc1cc(C)on1 returned CD40 NFkB inh 0.7.
Screening O=C(O)CCCCCNC(=O)/C=C/c1ccco1 returned CD40 NFkB inh -2.5.
Screening C=CCn1c(C)cc(C(=O)COC(=O)CCc2cc(OC)c(OC)c(OC)c2)c1C returned CD40 NFkB inh -1.4.
For O=C(c1cc(-c2ccccc2Cl)nc2ccccc12)N1CCC1 the results were CD40 NFkB inh 5.7.
For Cc1cccc(/C=C/c2ccccc2)n1 the results were CD40 NFkB inh -2.8[25 µM].
For CCN(C[C@H]1[C@H](c2ccccc2)[C@@H](CO)N1S(C)(=O)=O)C(=O)C1CCCC1 the results were CD40 NFkB inh -2.4[25 µM].
`O=C(NNc1nc2c(F)cccc2s1)C1COc2ccccc2O1` (configuration not stated) gave CD40 NFkB inh 9.9.
`Nc1c2c(nc3sc4c(c13)CCCC4)-c1ccccc1CC2` gave CD40 NFkB inh 9.3.
Screening CCCS(=O)(=O)c1c(S(=O)(=O)CCC)c2ccccn2c1C(=O)OC returned CD40 NFkB inh -0.5.
For COCCN(Cc1cc2cc(C)ccc2nc1Cl)C(=O)Nc1ccccc1OC the results were CD40 NFkB inh -12.3.
`c1ccc(-n2nnnc2SCc2ccccn2)cc1` gave CD40 NFkB inh -6.9.
For NC(=O)C(c1ccc(Cl)cc1)c1ccc(Sc2ccccc2)nn1 (configuration not stated) the results were CD40 NFkB inh 4.0.
`O=C(COC(=O)c1ccccn1)NCCc1ccc(Cl)cc1` gave CD40 NFkB inh -1.8.
For CCSc1nnc(-c2cccnc2)n1Cc1ccco1 the results were CD40 NFkB inh 8.9.
Screening O=C(c1ccco1)N(Cc1ccco1)c1ccc(O)cc1 returned CD40 NFkB inh 5.0.
`COC(=O)c1scc(S(=O)(=O)C(C)(C)C)c1-n1cccc1` gave CD40 NFkB inh 4.0.
`N#C[C@H]1[C@H](c2ccc(C3=CCCCC3)cc2)[C@@H](CO)N1C(=O)Cc1ccncc1` gave CD40 NFkB inh 1.2.
Screening N#Cc1ccc(Oc2ccc(NC(=O)C3CC=CCC3C(=O)O)cc2)cc1 (configuration not stated) returned CD40 NFkB inh 4.1.
Screening Cn1c(CCN2CCCCC2)nc2cc(NC(=O)Nc3ccccc3)ccc21 returned CD40 NFkB inh -22.9.
Screening CC1CC(C)CN(S(=O)(=O)CC23CCC(CC2=O)C3(C)C)C1 (configuration not stated) returned CD40 NFkB inh -0.5.
Screening O=C(N=C1SC2CS(=O)(=O)CC2N1c1ccccc1)c1ccccc1 (configuration not stated) returned CD40 NFkB inh 2.7.
For O=C(NCc1ccccc1)c1c(O)c2cccc3c2n(c1=O)CCC3 the results were CD40 NFkB inh -0.8.
For CC1Oc2ccccc2N(CC(=O)NCc2ccc3c(c2)OCO3)C1=O (configuration not stated) the results were CD40 NFkB inh -51.9.
`O=C(COC(=O)CCC(=O)c1ccc(F)cc1)NCc1ccccc1Cl` gave CD40 NFkB inh 9.1.
Screening O=C(NNC(=O)C1CCCC1)c1cc([N+](=O)[O-])cc([N+](=O)[O-])c1 returned CD40 NFkB inh -5.1.
Screening CC(=O)N1[C@@H]2CN(CC(F)(F)F)C[C@H]1C2c1ccc(Br)cc1 (some centres not stated) returned CD40 NFkB inh 0.2.
Screening COc1cccc(NC(=O)C[C@@H]2CC[C@H]3[C@@H](COc4ccc(NS(=O)(=O)c5cccc(F)c5)cc4C(=O)N3C)O2)c1 returned CD40 NFkB inh 15.4[25 µM].
For Cn1cnnc1SCC(=O)Nc1ncc([N+](=O)[O-])s1 the results were CD40 NFkB inh -35.5.
`Cc1ccc(F)cc1NC(=O)CSc1n[nH]c(N)n1` gave CD40 NFkB inh -4.8.
Screening O=S(=O)(Nc1cccc(S(=O)(=O)N2CCCC2)c1)c1ccc(Cl)s1 returned CD40 NFkB inh 7.7.
Screening C[C@@H]1CN([C@@H](C)CO)C(=O)c2cc(NC(=O)NC3CCCCC3)ccc2O[C@H]1CN(C)S(C)(=O)=O returned CD40 NFkB inh 1.4[25 µM].
`COc1cccc(NC(=O)NC2CC(=O)N(c3ccc4c(c3)OCCO4)C2)c1` (configuration not stated) gave CD40 NFkB inh -1.4.
CN(Cc1cc2ccccc2[nH]c1=O)S(C)(=O)=O was read as CD40 NFkB inh 9.9.
For CCOC(=O)C1(Cc2cccc(OC)c2)CCN(Cc2cccc3cnccc23)CC1 the results were CD40 NFkB inh 8.9.
CN1C(=O)c2cc(NS(=O)(=O)c3cccc(F)c3)ccc2OC[C@H]2O[C@@H](CC(=O)NCCN3CCCCC3)CC[C@H]21 was read as CD40 NFkB inh -10.9[25 µM].
O=C(CN1CCN(c2ccccn2)CC1)Nc1ccc2ccccc2c1 was read as CD40 NFkB inh -18.4.
`CC(=O)Nc1ccc(N2CCOCC2)c(C(=O)Nc2cccc(C)c2)c1` gave CD40 NFkB inh 8.9.
`CC(C)CC(=O)Nc1ncnc2c1C(=O)CC(C)(C)C2` gave CD40 NFkB inh -26.5.
Screening O=C(Cn1cnc2ccccc21)NCCCN1CCOCC1 returned CD40 NFkB inh 9.9.
`O=C(NCCC(=O)N1CCN(S(=O)(=O)c2ccc(F)cc2)CC1)Nc1ccccc1` gave CD40 NFkB inh 9.1.
For CCCNS(=O)(=O)c1ccc(OCC(=O)Nc2ccc3c(c2)OCCO3)cc1 the results were CD40 NFkB inh 5.9.
For C#CC(CC)(CC)NC(=O)c1ccc(Br)s1 the results were CD40 NFkB inh 6.2.
Screening Cc1nc(CS(=O)(=O)c2ccccc2)cc(N2CCOCC2)n1 returned CD40 NFkB inh -36.1.
For O=C(c1noc2c1CCCCC2)N1CCN(C(c2ccccc2)c2ccccc2)CC1 the results were CD40 NFkB inh 8.2.
Screening CCS(=O)(=O)NCC[C@@H]1CC[C@H](NC(=O)Nc2cc(Cl)cc(Cl)c2)[C@@H](CO)O1 returned CD40 NFkB inh 3.7[25 µM].
O=C(NCC(c1cccs1)N1CCOCC1)c1cc(S(=O)(=O)N2CCOCC2)c(Cl)cc1Cl (configuration not stated) was read as CD40 NFkB inh -3.1.
Screening O=C(Nc1ccccc1F)N1C[C@@H]2[C@H](c3ccccc31)[C@@H](CO)N2C(=O)C1CCOCC1 returned CD40 NFkB inh -23.4.
`O=C(NCCc1ccccc1)C1CCN(c2ncccn2)CC1` gave CD40 NFkB inh -13.8.
`CCCOc1ccccc1C(=O)NCCCC(=O)O` gave CD40 NFkB inh 0.8.
`O=C(O)CCCNC(=O)Cc1ccccc1` gave CD40 NFkB inh 15.8.
Screening Cc1cc(NC(=O)c2ccc(Cn3nc(C)c(Br)c3C)o2)no1 returned CD40 NFkB inh -0.5.
CCC(=O)N1[C@H](CO)[C@H](c2ccc(C#CC3CCCCC3)cc2)[C@@H]1CNC(C)C was read as CD40 NFkB inh 7.1[25 µM].
`O=C(O)C[C@@H]1C[C@@H]2c3cc(NC(=O)Nc4ccc(C(F)(F)F)cc4)ccc3O[C@@H]2[C@@H](CO)O1` gave CD40 NFkB inh -0.7[25 µM].
`O=C(Nn1nnnc1Nc1ccccc1)C12CC3CC(CC(C3)C1)C2` gave CD40 NFkB inh -2.1.
Screening Cn1c(=O)c2nc(NCc3ccccc3)sc2n(C)c1=O returned CD40 NFkB inh 11.2.
For CCCCNC(=O)Nc1cc(C(=O)OC)ccc1C the results were CD40 NFkB inh 1.3.
Cc1nc(-c2cccc(NC(=O)C3CCCCC3)c2)cs1 was read as CD40 NFkB inh -18.7.
O=C(O)c1c(-c2ccccc2)c(-c2ccccc2)nc2ccccc12 was read as CD40 NFkB inh 11.9.
`COCc1cc(C)nc2sc(C(=O)NC3CCCCC3)c(N)c12` gave CD40 NFkB inh 1.3.
CC(C)CC(NC(N)=O)C(=O)Nc1ccc2c(c1)OCO2 (configuration not stated) was read as CD40 NFkB inh -33.6.
O=C(NCCn1cccn1)C1CCC(=O)N(CCc2ccccc2)C1 (configuration not stated) was read as CD40 NFkB inh 24.2.
CCCCNc1c([N+](=O)[O-])cc(C)cc1[N+](=O)[O-] was read as CD40 NFkB inh 2.6.
`CCOC(=O)C(=O)N(C)c1c(CC)nc2c(OCCC3CCCCC3)cccn12` gave CD40 NFkB inh 6.9.
For CC(C)CN1C(=O)C(=O)N(CC(=O)NC(C)CCc2ccccc2)C1=O (configuration not stated) the results were CD40 NFkB inh -8.7.
For C/C(=N/N1CCN(Cc2cccc3ccccc23)CC1)c1cccnc1 the results were CD40 NFkB inh -21.2.
For CCOC(=O)C1=C(CC)Nc2ccccc2N=C1NC(=O)c1ccc(C)c(S(=O)(=O)N2CCOCC2)c1 the results were CD40 NFkB inh 1.0.
C[C@H]1CN([C@@H](C)CO)C(=O)CCCn2cc(nn2)CO[C@H]1CN(C)C(=O)c1ccc(N2CCN(C)CC2)cc1 was read as CD40 NFkB inh 3.0[25 µM].
For O=C(NCC1CCCO1)c1c(O)nc2sccn2c1=O (configuration not stated) the results were CD40 NFkB inh -5.1.
For C[C@@H]1CCCCO[C@H](CN(C)C(=O)Cc2ccccc2)[C@H](C)CN([C@H](C)CO)C(=O)c2cc(NS(C)(=O)=O)ccc2O1 the results were CD40 NFkB inh 0.6[25 µM].
`O=C(NNC(=O)c1ccc(Br)s1)c1cccc(Cl)c1` gave CD40 NFkB inh -7.0.
Screening CC(C)C1CC(C(F)(F)F)n2nc(C(=O)O)cc2N1 (configuration not stated) returned CD40 NFkB inh 6.0.
CC(=O)N1[C@@H]2c3ccc(-c4ccc(F)cc4)c(=O)n3C[C@@H]2[C@@H](CO)[C@@H]1C(=O)N(C)C was read as CD40 NFkB inh 3.9[25 µM].
For O=C(NCC1CCCO1)C1CCN(C2CCN(C(=O)CC3CCCC3)CC2)CC1 (configuration not stated) the results were CD40 NFkB inh 1.2.
Screening CN1C(=O)c2cc(NC(=O)Nc3ccc(Cl)cc3)ccc2OC[C@@H]2O[C@H](CC(=O)NCCN3CCCCC3)CC[C@H]21 returned CD40 NFkB inh 3.9[25 µM].
C[C@@H]1CN([C@@H](C)CO)C(=O)CCCn2nncc2CO[C@H]1CN(C)C(=O)Nc1cccc(Oc2ccccn2)c1 was read as CD40 NFkB inh -4.6[25 µM].
For NS(=O)(=O)c1ccc(CCNC(=O)c2ccccc2Cc2ccccc2)cc1 the results were CD40 NFkB inh 25.5.
`COc1ccc(CCC(=O)NCc2ccco2)cc1` gave CD40 NFkB inh 0.7.
For CCN(CC(=O)Nc1c(F)cccc1F)C(=O)CNC(=O)c1ccc(Br)o1 the results were CD40 NFkB inh -4.9.
N#Cc1ccc(-c2ccc(F)cc2)nc1Sc1ccccc1 was read as CD40 NFkB inh -4.7.
Screening O=[N+]([O-])c1ccc(-c2nc(NCC3CCCO3)c3ccccc3n2)cc1 (configuration not stated) returned CD40 NFkB inh -13.3.
For COCCNc1ccnc2c(Cl)cccc12 the results were CD40 NFkB inh 0.5.
`Cc1nn(-c2ccccc2)c(Cl)c1C(=O)N(C)CC(=O)Nc1cccc(F)c1` gave CD40 NFkB inh 7.4.
C[C@@H]1CN([C@H](C)CO)C(=O)c2ccccc2-c2ccccc2CO[C@@H]1CN(C)C(=O)Oc1ccccc1 was read as CD40 NFkB inh 1.1.
Screening CCOC(=O)c1sc(NC(=O)c2c(C)nn(Cc3ccccc3)c2C)cc1C returned CD40 NFkB inh -34.2.
`O=C(COC(=O)C1(c2ccccc2F)CCCC1)N1CCOCC1` gave CD40 NFkB inh 3.3.
`COc1ccc2nc(C)cc(N3CCC(C(N)=O)CC3)c2c1` gave CD40 NFkB inh 7.4.
COc1ccc(OC)c(Nc2cc(-c3ccccc3)nc(N)n2)c1 was read as CD40 NFkB inh 10.7.
For c1ccc(-c2nn3nnnc3c3ccccc23)cc1 the results were CD40 NFkB inh -17.2.
COc1cccc(-c2nnc(-c3ccco3)o2)c1 was read as CD40 NFkB inh -22.9.
Screening O=S(=O)(c1ccc(Oc2ccccc2)cc1)N1CCOCC1 returned CD40 NFkB inh 2.0.
`CCCCn1c(N)c(N(CC)C(=O)COc2ccc(C#N)cc2)c(=O)[nH]c1=O` gave CD40 NFkB inh 6.2.
